TRPML3 agonist: activates the human TRPML3 channel. AID 1448. activation, % at 3 µM. HEK293 TRPML3-YFP, Fluo-8 calcium fluorescence; 100% = the carbachol control signal. 0.29% of 220,000 active;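 active means activation above its plate's cutoff, the mean activation of the plate's test wells plus 3 SD, cut at about 12% in these data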;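 further: 0% = DMSO only wells and 100% = carbachol wells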
Target sequence (Q8TDD5 whole entry, looked up): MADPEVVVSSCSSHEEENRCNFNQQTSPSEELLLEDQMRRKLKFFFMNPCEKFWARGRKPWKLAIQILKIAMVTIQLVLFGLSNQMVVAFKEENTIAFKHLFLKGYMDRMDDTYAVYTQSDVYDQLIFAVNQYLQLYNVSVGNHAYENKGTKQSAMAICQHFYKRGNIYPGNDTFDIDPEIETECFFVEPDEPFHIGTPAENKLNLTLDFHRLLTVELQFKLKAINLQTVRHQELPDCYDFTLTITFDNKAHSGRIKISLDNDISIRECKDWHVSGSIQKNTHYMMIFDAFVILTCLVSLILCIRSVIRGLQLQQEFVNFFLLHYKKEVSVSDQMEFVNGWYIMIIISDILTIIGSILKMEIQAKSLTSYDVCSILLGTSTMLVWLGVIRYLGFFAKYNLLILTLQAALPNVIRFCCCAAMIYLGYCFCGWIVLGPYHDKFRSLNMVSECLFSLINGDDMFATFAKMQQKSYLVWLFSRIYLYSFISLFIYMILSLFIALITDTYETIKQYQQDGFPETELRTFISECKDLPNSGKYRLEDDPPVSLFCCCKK
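Material: HEK293 cells stably carrying human TRPML3-YFP; compound dosing: single dose, 3 µM final nominal compound, 0.3% DMSO final; incubation: 1-h 37 °C dye load, 5-s basal, 120-s post-compound reads; technique: Fluo-8 intracellular calcium fluorescence, excitation 470-495 nm, emission 515-575 nm; read-out basis: percent activation from peak-to-basal fluorescence ratio, scaled between DMSO and carbachol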
EP2 mod: modulates human prostaglandin E2 receptor EP2 signaling; P43116; EP2-expressing cells, cAMP HTRF FRET, PGE2 co-stimulation; induction, % at 25 µM; 0.83% of 260,000 active;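 active means compounds whose cAMP rise, as percent of the full-agonist control response, exceeds 60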;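 further: rat C6 glioma line stably carrying human EP2 under a CMV promoter; the protocol text gives 20 µM as final concentration; 100% = response of wells given 1 µM PGE2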
Target sequence (P43116 whole entry, looked up): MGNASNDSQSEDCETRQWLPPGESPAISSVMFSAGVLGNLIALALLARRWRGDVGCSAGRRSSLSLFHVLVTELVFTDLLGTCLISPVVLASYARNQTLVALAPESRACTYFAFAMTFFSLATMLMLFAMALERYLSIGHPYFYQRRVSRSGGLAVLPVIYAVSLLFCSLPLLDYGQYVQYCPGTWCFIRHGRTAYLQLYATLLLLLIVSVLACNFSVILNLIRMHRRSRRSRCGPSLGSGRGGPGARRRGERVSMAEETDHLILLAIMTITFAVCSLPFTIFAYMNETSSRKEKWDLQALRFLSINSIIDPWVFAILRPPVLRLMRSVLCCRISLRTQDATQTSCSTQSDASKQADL
zfTRPN1 agonist: zebrafish TRPN1 (NompC) channel agonism; HEK293 zebrafish TRPN1-YFP, Fluo-8 calcium fluorescence; 100% = response to 87 µM carbachol; activation, % at 3 µM; 0.18% of 220,000 active; AID 1424;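 active means activation above its plate's cutoff, the mean activation of test wells on that plate plus 3 SD, cut at about 19% in these data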;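 further: 0% = DMSO alone and 100% = 87 µM carbachol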
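Material: zebrafish TRPN1-YFP in HEK293 cells. Doses: one dose of 3 µM, 0.3% DMSO. Incubation: dye 1 h 37 °C plus 30 min RT. Measured by: intracellular calcium fluorescence with Fluo-8.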
m-calpain inh: inhibitors of pig calpain II; purified calpain II, fluorogenic peptide substrate, 30 min; inhibition, % at 16 µM; 0.37% of 220,000 active; AID 1236;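 active means inhibition above about 50%, limit read from the data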
BaF3 tox: reduces parental Ba/F3 cell viability, JAK2V617F counter-screen. AID 1486. CellTiter-Glo ATP luminescence. 1.1% of 220,000 active. inhibition, % at 5.6 µM;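 active means inhibition above a per-campaign cutoff, the mean inhibition of all tested compounds plus 3 SD, cut at about 27% in these data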;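 further: 0% = DMSO wells and 100% = JAK Inhibitor I control wells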
Ba/F3 V617F tox: loss of viability in JAK2V617F-driven Ba/F3 cells. AID 1446. inhibition, % at 5.6 µM. Ba/F3 EpoR-JAK2V617F viability, ATP luminescence. 1.1% of 220,000 active;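 active means inhibition above the campaign mean plus 3 SD over all tested compounds, cut at about 24% in these data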;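 further: cytokine-independent growth of Ba/F3 cells driven by EpoR plus mutant JAK2; 0% = DMSO-treated cells and 100% = JAK inhibitor I control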
PERK inh: blocks human PERK kinase; 0.17% of 220,000 active; AID 1416; Q9NZJ5; inhibition, % at 5.6 µM; CHO PERK-DD fusion, SEAP luminescence translation reporter;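 active means inhibition above the mean inhibition of all tested compounds plus 3 SD, set separately per screening campaign, cut at about 2.9% in these data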;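 further: PERK kinase domain activated by AP20187 dimerizer at 100 nM; 0% = DMSO with dimerizer and 100% = rapamycin at 8.4 µM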
S1P4 antag: blocks the human S1P4 receptor; inhibition, % at 4.98 µM; S1P4-expressing cells, antagonist mode, reporter read-out; 0.26% of 220,000 active; O95977; in the data active means inhibition above about 29%;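 further: 0% = wells stimulated with agonist and 100% = vehicle wells without agonist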
S1P4 agonist: human S1P4 receptor agonism | O95977 | S1P4-expressing cell line, agonist reporter assay | activation, % at 4.98 µM | 0.35% of 220,000 active; in the data active means activation above about 11%;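 further: 0% = DMSO vehicle and 100% = reference agonist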
Numbers without * were called inactive; x = no result given; & = joins results of further samples.

Every second line gives: m-calpain inh	EP2 mod	Ba/F3 V617F tox	S1P4 agonist	zfTRPN1 agonist	S1P4 antag	BaF3 tox	TRPML3 agonist	PERK inh
> Cc1ccc(CN2C(=O)CCC2C(=O)NCC2CCCO2)cc1 (stereo not given)
 : 27	7	-2	-1.4	-0.3	-11	2	0.2	0.8
> Cc1cccc(NC(=S)NC(=O)/C=C/c2ccco2)n1
 : -36	-27	2	2.9	1.2	-3	2	0.5	-1.4
> C=CCc1ccccc1OCC(O)CN1CCN(c2ccc(OC)cc2)CC1 (stereo not given)
 : 11	26	-1	1.0	0.7	3	1	0.1	-0.8
> c1cc(CNc2ccc(N3CCOCC3)cc2)ccn1
 : -13	14	-5	-3.0	-1.1	-7	1	1.1	-0.5
> CN(Cc1c(O)ccc2c1oc(=O)c1ccccc12)C1CCCCC1
 : 19	25	1	-2.2	0.7	4	1	0.7	-1.0
> CC1(C)CC(C2N3CC4(C)CN2CC(C)(C3)C4=O)CCO1 (stereo not given)
 : 0	23	-3	-1.3	0.3	-5	1	-0.1	0.6
> O=C(CNCC1(N2CCOCC2)CCCCC1)Nc1ccc(Cl)cc1
 : 5	-41	-1	0.1	3.2	-4	1	1.4	0.8
> CCCN(CC1CC1)S(=O)(=O)c1ccc(S(N)(=O)=O)cc1
 : -16	0	4	1.2	0.7	-10	4	0.1	0.8
> Cc1onc(-c2c(F)cccc2Cl)c1C(=O)N1C=CC(C(F)(F)F)=NCC1
 : -3	16	3	-0.3	0.1	-13	1	1.5	-0.5
> COc1ccc(CN(Cc2ccco2)S(=O)(=O)c2ccc(S(=O)(=O)N3CCCC3)cc2)cc1
 : -14	16	-1	1.1	0.3	4	2	0.4	-1.2
> Cc1onc(-c2ccccc2Cl)c1C(=O)Nc1ccc(F)c(F)c1
 : 2	13	-2	1.1	-3.4	-13	3	-0.8	-0.2
> C/C(=N\NC(=S)NCc1ccccc1)c1ccc(C(C)(C)C)cc1
 : 17	58	-3	0.9	1.4	-6	-1	0.4	1.1
> COc1ccc(Cn2nnnc2C(c2ccc(C)cc2)N2CCN(C3CCCC3)CC2)cc1 (stereo not given)
 : -46	10	0	-0.7	-0.9	-1	6	0.9	-0.4
> O=C(c1cccc([N+](=O)[O-])c1)N(c1ccccn1)c1ccccn1
 : 13	-8	2	-0.9	0.0	-6	7	0.7	1.0
> CCOc1ccc2cc(C#N)c(SCC(=O)N3CCOCC3)nc2c1
 : -264	-7&-25	4	1.8	0.0	-16	6	-1.2	-1.1
> COc1cccc(C2/C(=C(/O)c3ccccc3)C(=O)C(=O)N2CCCC(=O)O)c1 (stereo not given)
 : 28	8	-2	-0.5	-0.2	-5	4	-0.2	0.8
> CC(C)(O)C1Cc2cc(/C=C/C(=O)O)c(O)cc2O1 (stereo not given)
 : -152	33	-4	1.2	0.2	-20	-4	0.0	1.4
> O=C(C1CCCN(S(=O)(=O)c2cccc3nsnc23)C1)N1CC=C(c2ccccc2)CC1 (stereo not given)
 : -26	-8	3	-2.2	3.5	8	7	1.6	-0.9
> Cc1nnc(NC(=O)CSC2CCCCC2)s1
 : 3	11	-3	-0.5	-0.9	-4	1	0.4	2.3
> CCCCc1c(C)nc2ccc(C)cc2c1SCCC(=O)O
 : 7	-20	6	-1.1	0.6	-5	13	1.4	-0.2
> Cc1nn(Cc2ccccc2)c(Cl)c1/C=C/C(=O)OC(C)C(=O)N1CCCC1 (stereo not given)
 : -12	-20	-4	2.5	1.3	-18	3	0.6	-0.1
> CC(=O)c1ccc(NC(=O)CSC(C)C)cc1
 : -7	18	1	0.7	0.9	-5	2	-0.3	1.3
> CC(=O)c1cccc(NS(=O)(=O)N2CCCCC2)c1
 : 16	6	-2	3.3	-0.8	-6	2	0.6	0.1
> CCOc1ccc(OCC)c(Nc2cc(C)nc3nc(C)nn23)c1
 : 26	19	5	-2.6	-0.6	11	7	-0.9	-0.8
> O=C(O)c1ccccc1SC1CC(=O)N(C2CCCCC2)C1=O (stereo not given)
 : -17	2	0	1.3	0.6	-23	5	2.2	1.4
> CCOC(=O)N1CCC(N2C(=O)c3ccccc3C2Nc2cccnc2)CC1 (stereo not given)
 : -46	40	6	0.8	1.5	-8	0	0.3	-0.6
> COc1ccccc1CC(=O)N(CCC#N)CCC#N
 : 15	7	-3	1.4	-1.3	-13	5	0.6	0.6
> C[C@H](NC(=O)[C@@H]1CCC(=O)N1Cc1ccco1)c1ccccc1
 : -18	17	1	1.5	0.1	-23	7	0.6	1.1
> O=C(O)c1cccnc1SCC(=O)N1CCCCCC1
 : 8	20	-2	-0.6	2.2	-14	1	0.1	1.6
> COc1ccc(CC(=O)OC(C)CN2CCCC2)cc1 (stereo not given)
 : 27	8	-3	-2.9	-0.1	-15	2	0.3	0.0

Complete entries as entered above. Order of screens: m-calpain inh, EP2 mod, Ba/F3 V617F tox, S1P4 agonist, zfTRPN1 agonist, S1P4 antag, BaF3 tox, TRPML3 agonist, PERK inh
CC(=O)c1cccc(NS(=O)(=O)N2CCCCC2)c1 in the list: 16, 6, -2, 3.3, -0.8, -6, 2, 0.6, 0.1
O=C(O)c1ccccc1SC1CC(=O)N(C2CCCCC2)C1=O (stereo not given) in the list: -17, 2, 0, 1.3, 0.6, -23, 5, 2.2, 1.4

Next compounds follow:
Every second line gives: m-calpain inh	EP2 mod	Ba/F3 V617F tox	S1P4 agonist	zfTRPN1 agonist	S1P4 antag	BaF3 tox	TRPML3 agonist	PERK inh
> COCCN(CCOC)S(=O)(=O)c1ccc(C(=O)Nc2sc3c(c2C(N)=O)CCCCC3)cc1
 : -118	3	-2	-0.4	0.0	-3	4	0.9	0.6
> CCC(C)N(C)Cc1cccc(C2(O)CCN(S(=O)(=O)c3ccc(F)cc3)CC2)c1 (stereo not given)
 : 8	-14	2	0.9	1.2	-4	10	0.1	-0.9
> CC(=O)c1cccc(NC(=S)NC(=O)C(C)C)c1
 : 1	2	-2	-0.6	0.6	7	2	1.1	0.6
> Cc1cc(NC(=S)NC(=O)CC(C)C)ccc1Br
 : -39	29	-1	-0.1	1.8	-21	5	1.2	0.1
> CCN(CC)C(=O)/C(=C\c1ccncc1)NC(=O)c1ccccc1
 : -20	-13&32	-3	-2.6	0.4	-19	-1	0.3	0.4
> N#CC1CCN(c2ncccc2[N+](=O)[O-])CC1
 : 5	-13	-1	2.1	1.3	3	1	0.7	0.6
> O=C(NCc1ccccc1)c1ccc(F)c(F)c1
 : -1	2	5	-1.6	0.5	-19	10	0.2	0.2
> CCCCn1c(SCC(=O)N2CCN(c3ccccc3)CC2)nc2ccsc2c1=O
 : 27	-6	2	0.5	-2.0	3	3	-0.7	-0.3
> Cc1ccccc1Cn1ccc(-c2ccc(Cl)cc2)c(C#N)c1=O
 : -150	6	-3	-1.3	-0.5	-1	1	0.0	1.1
> CC1CN(C(=O)C2CCCCC2)C(C)CN1C(=O)C1CCCCC1 (stereo not given)
 : -17	-19	-4	-3.7	0.8	3	-1	0.8	-0.4
> CCCCCn1c(CN2CCN(c3cccc(Cl)c3)CC2)nc2c1c(=O)n(C)c(=O)n2C
 : x	x	-6	0.4	-0.8	-28	2	-0.9	-0.2
> C=C1C(C(=O)N2CCN(C)CC2)C1C(=O)N1CCN(C)CC1 (stereo not given)
 : -22	13	-2	-0.9	0.8	12	1	1.3	0.2
> S=C(NCC1CCCO1)Nc1ccc(Cl)c(Cl)c1 (stereo not given)
 : 5	-59	4	-0.7	3.4	4	8	5.0	0.2
> CC(=O)Nc1ccc(N2C(=O)CCC2=O)cc1C
 : 21	7	3	1.0	-0.9	3	5	0.8	0.3
> COc1ccc(C(c2nnnn2C2CCCC2)N2CCC(C)CC2)c(OC)c1 (stereo not given)
 : -14	18	2	1.8	-2.9	-5	8	-0.8	-0.8
> CCN(C(=O)CSc1nnc(C)n1Cc1ccccc1)C1CCS(=O)(=O)C1 (stereo not given)
 : 12	-1	1	0.4	1.5	-30	-1	0.0	-0.8
> Cc1noc(NS(=O)(=O)c2ccc(NC(=O)CSc3n[nH]c(-c4ccccc4)n3)cc2)c1C
 : -13	-2	4	0.4	-1.4	-7	11	1.0	0.9
> Cc1ccc(C)c(N2CCN(C(c3ccc(N(C)C)cc3)c3nnnn3C(C)(C)C)CC2)c1 (stereo not given)
 : -36	42	1	-0.5	1.7	-5	5	0.3	0.7
> COc1ccccc1-c1c(C(F)(F)F)oc2cc(OS(C)(=O)=O)ccc2c1=O
 : 19	-24	-1	2.4	4.0	-7	7	2.0	0.0
> CC1=NN(C(=O)c2ccco2)C(O)(c2ccccc2)C1 (stereo not given)
 : 5	-25	2	0.5	-0.4	-4	3	1.2	0.9
> Cc1ccn(C(CC(=O)c2ccc(Br)cc2)C(=O)O)n1 (stereo not given)
 : 11	3&19	4	1.5	-0.4	0	4	0.0	-0.2
> Cc1cc(=O)n2[nH]c(C(=O)O)nc2n1
 : 4	16	-2	-0.5	-0.1	-13	0	0.1	-0.4
> C#CCOC(=O)Nc1ccc(OCC(F)(F)F)nc1
 : 19	-21	4	1.0	-1.5	15	-4	-0.3	0.6
> COc1ccc(NC(=O)c2cc3n(n2)C(C(F)(F)F)CC(c2ccco2)N3)cc1 (stereo not given)
 : 0	2	8	-4.5	0.0	18	9	0.1	-0.8
> CCOC(=O)C1=C(C)n2c(s/c(=C/c3cccc([N+](=O)[O-])c3)c2=O)=NC1c1ccc(O)c(OC)c1 (stereo not given)
 : -78	24	1	-0.2	1.5	-3	7	1.1	-0.9
> C=CCNC(=O)c1cc(Cl)ccc1[N+](=O)[O-]
 : -2	-1	-3	-0.1	0.3	-7	4	0.8	0.0
> COc1ccccc1NC(=O)c1cc2c(=O)n(C)c3ccccc3c2n1C
 : -139	0	-3	2.0	-1.0	2	0	-1.3	-1.2
> COc1ccc(C(=O)Nc2ccccc2C(=O)NCCN2CCOCC2)cc1
 : -8	-2	2	2.7	-0.1	-13	5	0.8	-0.6
> CCN(CC)c1cc(-c2ccccc2)ncn1
 : -2	-2	2	-1.7	-0.5	-10	4	0.5	0.9
> Cc1ccc(-c2nn(C)c(=O)c3ccccc23)cc1CN1CCCCC1
 : -6	-10	2	-0.4	1.0	12	2	0.2	-1.2
> COc1ccccc1NS(=O)(=O)c1cc(NC(=O)c2sc3cc(Cl)ccc3c2Cl)ccc1C
 : -29	-49	2	-1.8	-1.2	6	1	-0.4	-0.6
> CSc1ccccc1NC(=O)c1cc(-c2cccnc2)nc2ccc(Br)cc12
 : -124	26	-4	0.2	-1.1	0	1	-0.1	1.0
> O=C(O)c1ccc(S(=O)(=O)NC2CCCCC2)cc1
 : -9	15	3	1.6	0.9	0	5	0.8	0.9
> CCCS(=O)(=O)N1CCN=C1SCc1cccnc1
 : -29	29	-1	-1.3	0.3	-9	5	0.8	0.9
> O=C(CCn1nc(-c2ccc(Cl)cc2)ccc1=O)N1CCOCC1
 : -21	-7	1	-1.3	0.0	-21	5	0.2	-0.1
> O=C(Nc1nc(-c2ccc(S(=O)(=O)N3CCCC3)cc2)cs1)C1COc2ccccc2O1 (stereo not given)
 : -473	-15	0	-3.2	1.6	-2	6	1.2	-1.4
> CCOC(=O)c1ccccc1NC(=O)Cn1c(-c2nonc2N)nc2ccccc21
 : -69	20	79*	-0.3	-0.9	-11	75*	-0.2	-0.9
> CCn1c(SCC(=O)NCc2ccco2)nc2cccnc21
 : -4	4	4	-0.8	1.2	-11	3	0.3	1.0
> CN(C)c1ccc(P(=O)(OC2CCCCC2)C(O)c2ccccn2)cc1 (stereo not given)
 : 14	2	-5	0.0	-0.3	0	2	-0.2	-1.2
